# High-throughput results from PubChem BioAssay.
# KCC2 mod = modulators of human KCC2 chloride dependent transport. KCC2 cells, thallium flux FluoZin-2 fluorescence. B-score of Tl+ flux slope (higher = more flux/activation; lower = inhibition) at 10 µM. 2.2% of 190,000 active;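 active = thallium flux slope and its plate-corrected score both differing from the plate sample mean at a set confidence after two filtering rounds, in either direction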;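 also: slope of fluorescence scaled to starting intensity during 10 to 20 s after thallium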
# Target sequence (Q9H2X9 whole entry, looked up): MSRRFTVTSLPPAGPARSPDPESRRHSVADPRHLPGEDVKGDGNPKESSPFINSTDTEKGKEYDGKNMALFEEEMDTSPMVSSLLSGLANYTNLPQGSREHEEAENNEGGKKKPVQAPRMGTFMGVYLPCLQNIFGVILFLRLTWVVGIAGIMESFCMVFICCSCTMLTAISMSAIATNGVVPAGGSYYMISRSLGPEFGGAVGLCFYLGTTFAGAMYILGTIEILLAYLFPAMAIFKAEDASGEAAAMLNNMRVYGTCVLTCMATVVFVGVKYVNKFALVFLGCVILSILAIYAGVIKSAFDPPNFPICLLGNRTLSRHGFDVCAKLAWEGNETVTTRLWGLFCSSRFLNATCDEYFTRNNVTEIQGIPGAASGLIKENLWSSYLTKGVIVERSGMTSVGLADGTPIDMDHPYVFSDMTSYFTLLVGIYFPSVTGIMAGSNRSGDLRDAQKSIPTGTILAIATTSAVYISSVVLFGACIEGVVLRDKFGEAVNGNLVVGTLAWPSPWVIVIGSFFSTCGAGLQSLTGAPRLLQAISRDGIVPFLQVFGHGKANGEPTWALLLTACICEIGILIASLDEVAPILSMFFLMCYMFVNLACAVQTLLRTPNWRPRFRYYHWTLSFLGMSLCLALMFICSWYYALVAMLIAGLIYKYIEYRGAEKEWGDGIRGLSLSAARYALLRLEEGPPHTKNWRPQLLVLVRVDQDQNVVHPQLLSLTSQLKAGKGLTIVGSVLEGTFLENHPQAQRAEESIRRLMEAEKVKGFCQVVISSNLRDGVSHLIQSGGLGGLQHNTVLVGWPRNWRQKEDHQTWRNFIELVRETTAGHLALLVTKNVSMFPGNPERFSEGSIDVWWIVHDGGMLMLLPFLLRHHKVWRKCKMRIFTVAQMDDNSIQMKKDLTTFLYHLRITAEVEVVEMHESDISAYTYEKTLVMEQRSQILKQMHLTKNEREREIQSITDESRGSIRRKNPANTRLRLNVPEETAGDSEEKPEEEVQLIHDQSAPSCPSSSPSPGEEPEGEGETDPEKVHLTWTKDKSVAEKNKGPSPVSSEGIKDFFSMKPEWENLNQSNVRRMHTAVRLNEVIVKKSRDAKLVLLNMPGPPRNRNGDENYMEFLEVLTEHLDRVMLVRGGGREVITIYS
# p97 inhibitor = inhibitors of human p97 ATPase. P55072. recombinant p97 ATPase, Kinase-Glo ATP luminescence, 3 h. inhibition, % at 8 µM. 0.42% of 220,000 active. AID 1481; in the data active = inhibition above about 15%;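 also: 0% = DMSO vehicle and 100% = wells lacking enzyme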
# PERK inh = human PERK inhibition, primary cell-based screen. Q9NZJ5. CHO PERK-DD fusion, SEAP luminescence translation reporter. inhibition, % at 5.6 µM. 0.17% of 220,000 active;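 active = inhibition above the mean inhibition of all tested compounds plus 3 SD, set separately per screening campaign, cut at about 2.9% in these data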;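 also: PERK kinase domain activated by AP20187 dimerizer at 100 nM; 0% = DMSO with dimerizer and 100% = rapamycin at 8.4 µM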
# hK5 inh = inhibitors of human kallikrein 5 | Q9Y337 | 0.59% of 210,000 active | inhibition, % at 5 µM | recombinant hK5, fluorogenic AMC substrate cleavage;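 active = inhibition of 40% or more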;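 also: 0% = enzyme controls without compound and 100% = no-enzyme blanks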
# Thrombin inh = thrombin (human) inhibition. P00734. alpha-thrombin, Boc-VPR-AMC fluorogenic substrate cleavage. inhibition, % at 5 µM. 0.26% of 220,000 active;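 active = inhibition at or above 40%; inactive = inhibition below 40%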;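 also: 0% = enzyme with no compound and 100% = wells without enzyme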
#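 System – human alpha-thrombin · Medium – pH 7.5 Tris (50 mM) with NaCl 150 mM, Tween 20 0.05% · Compound – single-point dosing at 5 µM, 0.2% DMSO · Incubation – enzyme reaction carried out at room temperature · Technique – fluorescence of released AMC, ex 355 nm, em 460 nm · Read-out basis – % inhibition of thrombin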
# FXIa inh 1536 = factor XIa (human) inhibition; P03951; purified FXIa, Boc-Glu-Ala-Arg-AMC fluorogenic substrate; inhibition, % at 5 µM; 0.14% of 220,000 active; AID 798;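 active = inhibition of at least 40%; inactive = inhibition below 40%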;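 also: fluorescence of freed AMC excited at 355 nm; 0% = enzyme without compound and 100% = no enzyme blank; many of its hits are not listed in these tables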
# FXIIa inh 1536 = factor XIIa (human) inhibition | purified FXIIa, Boc-QGR-AMC fluorogenic substrate, 2 h | AID 800 | P00748 | inhibition, % at 5 µM | 0.3% of 220,000 active; in the data active = inhibition above about 40%;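 also: 0% = enzyme with no compound and 100% = blank without enzyme; many of its hits are not listed in these tables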
# Wee1 stabilizer = blocks degradation of human Wee1 kinase; P30291; HeLa Luc-Wee1K328M stability, luciferase luminescence; 100% = proteasome inhibitor MG132 effect; reporter increase, % at 5 µM; 1.2% of 220,000 active;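 active = activation above the mean of all tested compounds plus 3 SD, set per screening run, cut at about 8.8% in these data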;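 also: cells exposed to compound for 20 h before luminescence read; 0% = DMSO alone and 100% = MG132 at 30 µM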
# Furin inh = blocks human furin protease activity. P09958. purified furin, fluorogenic substrate cleavage. inhibition, % at 30 µM. 0.061% of 220,000 active. AID 463115; in the data active = inhibition above about 25%; also: inactives centre near -15
# An asterisk follows results filed as active; . = no result given; [ ] = another dose, or the depositor's remark.
hK5 inh	p97 inhibitor	Furin inh	KCC2 mod	FXIa inh 1536	Wee1 stabilizer	FXIIa inh 1536	Thrombin inh	PERK inh	smiles
-26	8	-15	0.15	-1	2	2	-6	-0.3	O=C(Nc1cccc(O)c1)C(Cc1ccccc1)N1C(=O)c2cccc3cccc(c23)C1=O (centres undefined)
-2	3	-6[20 µM]	0.19	-5	1	-17	-15	1.2	OCCOc1nnnn1-c1ccccc1
3	1	-30	.	1	-1	8	2	-0.7	N=C1C(c2nc(-c3ccc(F)cc3)cs2)=C(O)CN1CCCN1CCOCC1
16	-7	-35	1	-5	2	9	-3	-0.5	O=C(c1ccccc1)c1nnc(-c2ccncc2)o1
-29	-1	-28	0.92	-3	6	2	-16	-0.1	Cc1cccc(OCc2nc(C#N)c(NCCN(C)C)o2)c1
-4	14	-16	0.34	6	-1	9	-1	1.9	Cc1ccc(C)c(NC(=O)C2=CCN(S(=O)(=O)c3ccc(F)cc3)CC2)c1
-6	-2	-6[20 µM]	-1.3	10	-1	15	-1	-0.1	O=C(CN1CCC(C(=O)c2ccc(F)cc2)CC1)Nc1ccc(F)cc1
-119	-3	7	2.4	-2	6	-9	-9	-0.7	c1ccc2sc(Nc3nc4cc5c(cc4s3)OCO5)nc2c1
4	-2	-14[20 µM]	0.21	0	-1	10	-5	0.5	CN1CCN(C2CC(=O)N(Cc3ccc(N4CCCC4=O)cc3)C2=O)CC1 (centres undefined)
2	-1	-9[20 µM]	-0.1	4	2	13	4	1.0	COC(=O)c1ccc(CSc2nc3c(cnn3-c3ccc(Cl)cc3)c(=O)[nH]2)o1
-6	-1	-37	-0.15	-5	2	-2	-5	-1.8	Cc1ccc(C)c(-n2c3nc(=O)n(C)c(=O)c-3cc3ccccc32)c1
-12	-6	-9[20 µM]	-3.3	4	-2	14	0	0.8	NC(=O)CC(NC(=S)NCc1ccccc1)C(=O)O (centres undefined)
-11	0	-21	-0.74	7	0	18	3	0.1	CCOC(=O)COc1cccc2c(=O)n(CC(=O)NCCc3ccccc3)ccc12
-11	8	4	-0.84	5	-1	14	-2	0.3	Cc1ccc(CNC(=O)C2CCN(S(=O)(=O)c3c(C)noc3/C=C/c3ccco3)CC2)cc1
20	-7	-5	-0.49	26	5	26	9	-2.8	Cc1cc(C)n2c(SCc3ccc(Br)cc3)nnc2n1
-1	4	-13	-1.7	3	-1	6	.	0.4	COc1ccc(/C=C2\S/C(=N/S(=O)(=O)c3cccs3)NC2=O)cc1
6	4	-16	-0.58	4	0	3	-2	-0.4	COc1cc(/C=N/NC(=O)c2nc(-c3ccccc3)n(-c3ccccc3)n2)ccc1O
-13	4	-20[20 µM]	0.45	4	-1	13	4	0.3	O=C1CC(=O)C(n2cncn2)C(c2cccc(Cl)c2)C1 (centres undefined)
3	-6	-3	0.86	-3	4	2	1	-1.1	CNC(=S)N1CCN(c2nc3ccccc3s2)CC1
-14	2	-27[20 µM]	-0.032	1	-4	11	-6	-0.4	Cc1ccc(C(=O)N(c2c(C)n(C)n(-c3ccccc3)c2=O)C(C)C)cc1
-5	7	-23	-0.049	-6	-3	5	-7	1.9	COc1ccc(S(=O)(=O)NCC2CCCN(C(=O)c3cccnc3C)C2)cc1 (centres undefined)
-30	4	-14[20 µM]	0.17	-11	-1	8	-3	0.8	CC1CC(NC(=O)C2(C)CC2(Cl)Cl)CC(C)(C)C1 (centres undefined)
5	2	-22	0.27	5	-3	13	0	0.8	CC(=O)NCC12CC3CC(C1)CC(C(=O)O)(C3)C2
2	2	-32	-2.4	2	2	11	1	0.5	Fc1cccc(CCN2C(=S)NC[C@@H]2Cc2ccccc2)c1
3	1	-20	-1.8	6	0	9	-6	-0.2	CCN1CCN(CCNC(=O)c2ccc3c(c2)N(Cc2ccc(F)cc2)C(=O)/C(=C/c2ccccc2)S3)CC1
-10	-1	5[20 µM]	-0.45	5	2	17	0	-3.5	CCN1C(=C2C(=O)c3ccccc3C2=O)C=Cc2ccccc21
-2	-5	-15	-0.39	0	6	1	-6	-0.7	N#Cc1cc([N+](=O)[O-])ccc1NC(=O)COC(=O)CC1CCCC1
-16	5	3	1.5	11	3	9	-3	0.1	CC1Oc2ccccc2C=C1/C=N/NC(=O)c1ccccc1 (centres undefined)
-10	7	-16[20 µM]	-0.68	-6	0	4	-3	1.2	Cn1cnnc1SCc1nc(N)nc(Nc2ccccc2)n1
10	4	-21[20 µM]	0.018	-9	3	-8	-7	-0.1	O=C(Nc1ccc(NC(=O)c2ccco2)nc1)c1cccnc1
-12	3	-13	0.32	5	2	10	-7	0.5	C=CC(C)N1C(=O)S/C(=C\c2ccc(N3CCOCC3)cc2C)C1=O (centres undefined)
-23	2	-17	1.4	-7	-3	-4	-1	0.1	Cc1ccc(C)c(-c2csc(NC(=O)c3cnccn3)n2)c1
3	5	-2	.	0	3	5	1	-0.9	O=C(COC(=O)c1ccco1)Nc1nc2ccccc2s1
-10	0	-12[20 µM]	-0.94	6	-2	12	-4	-1.9	Cc1nn(Cc2cccc(C(=O)Nc3ccn(Cc4ccccc4F)n3)c2)c(C)c1[N+](=O)[O-]
1	7	-18	-0.53	7	2	11	-1	-0.5	O=C(NNc1ccc(Cl)cc1)c1cccs1
-1	3	-15[20 µM]	0.6	3	-1	15	3	1.4	N/C(=N\OC(=O)C1CCCCC1)c1cccc([N+](=O)[O-])c1
3	4	-19	-1.7	1	-2	7	-1	-0.8	Cn1c(OCc2cccnc2)nc2c1c(=O)n(Cc1ccc(F)cc1)c(=O)n2C
-26	2	-14[20 µM]	-0.46	-10	-1	-1	-10	-0.4	CCOC(=O)N1CCN(C(=O)CSCC(=O)Nc2nc(-c3ccc(OC)cc3)cs2)CC1
0	1	-19	-0.056	4	-2	8	3	0.3	O=C(Cn1c2ccc(F)cc2c2nc3n(c(=O)c21)CCS3)Nc1ccccc1C(F)(F)F
-9	-6	0	-2.1	5	-1	21	4	-1.0	CC1=C(C(=O)OCc2ccccc2)C(c2ccccn2)c2c(n(C)c(=O)n(C)c2=O)N1 (centres undefined)
1	6	-22	0.055	3	0	8	-5	0.5	Cc1ccc(C2C(C#N)=C(N)N(c3cccnc3)C3=C2C(=O)CCC3)s1 (centres undefined)
6	4	-15	0.035	-3	3	6	8	0.0	CC(C)CCNC(=O)NC(=O)COc1ncnc2sccc12
.	5	-17	0.93	-1	-1	3	-5	0.6	CCn1c(SCc2cccc(F)c2)nnc1-c1cccnc1
-7	1	-20	3.3	1	-3	8	-1	1.0	N#C/C=C1\Sc2ccccc2C(=O)N1CC(=O)N1CCN(S(=O)(=O)c2ccccc2)CC1
-3	-7	-4[20 µM]	-0.4	1	0	0	-8	0.2	Cc1cccc(NC(=O)CCCN2C(=O)c3ccccc3C2=O)n1
-2	-1	4	.	0	2	14	2	1.5	CCOC(=O)CCc1cccc2c1CCC2=O
-3	4	-31	-0.029	-2	1	13	10	0.0	C=CCNC(=O)c1ccccc1NC(=O)C1COc2ccccc2O1 (centres undefined)
19	5	-27	0.84	-6	-1	1	-6	0.6	Cc1cc(N(C(=O)c2ccco2)C(C(=O)NC2CCCCC2)c2ccccc2)ccc1-n1cnnn1 (centres undefined)
-21	1	-6	0.91	0	6	4	-7	-0.2	NC(=O)CSc1nnc(-c2ccccc2Br)n1-c1cccc(C(F)(F)F)c1
-3	13	-27	.	-5	-1	0	-8	0.2	O=C1NN=C(CSc2n[nH]c(=S)s2)CS1

# Other records
hK5 inh	p97 inhibitor	Furin inh	KCC2 mod	FXIa inh 1536	Wee1 stabilizer	FXIIa inh 1536	Thrombin inh	PERK inh	smiles
-9	3	-14	-1.2	3	1	13	4	0.9	Cc1cccc(N(C)c2cc(C)nc3ncnn23)c1
-11	.	-18	-0.022	5	.	13	-5	.	COC(=O)c1ccc(CSc2nc(C)nc3c2c(=O)n(C)c(=O)n3C)o1
-20	5	-9	0.6	7	1	8	1	1.8	CCCNC(=S)N1CCN(CC)CC1
-2	4	-19[20 µM]	-2.1	6	6	10	1	-0.5	Cc1nc(NC(=O)c2cc(-n3cnnc3)ccc2Cl)ccc1Br
6	4	-9[20 µM]	0.6	6	6	8	-6	0.9	COc1ccccc1C(=O)N1CCN(C(=O)c2ccncc2)CC1
3	-1	-16[20 µM]	-0.00053	-1	-4	10	-2	-0.2	O=C(CCS(=O)(=O)c1cccc2nsnc12)N1CCN(Cc2ccc3c(c2)OCO3)CC1
-7	0	1[20 µM]	0.023	21	-1	20	0	-0.3	CCN(CC)S(=O)(=O)c1ccc(C)c(NC(=O)COC(=O)c2ccc(C)c(S(=O)(=O)N3CCOCC3)c2)c1
5	-1	-25[20 µM]	-0.19	-4	-2	-1	2	0.2	O=C(C1CCCO1)N1CCN(C(c2ccccc2)c2ccccc2)CC1 (centres undefined)
-12	-5	-9	0.13	-1	-1	4	-7	0.3	CCOC(=O)c1ccc(-c2cc(C)no2)[nH]1
2	3	-21	1.2	1	-3	11	0	1.1	O=C(Cc1ccc(Cl)cc1)c1c[nH]c(C(=O)NCc2cccnc2)c1
-19	-3	-11	0.36	8	3	20	3	0.3	COc1cccc(OCC(O)CN2CC(C)CC(C)C2)c1 (centres undefined)

# Structures above with fluorine (ten):
hK5 inh	p97 inhibitor	Furin inh	KCC2 mod	FXIa inh 1536	Wee1 stabilizer	FXIIa inh 1536	Thrombin inh	PERK inh	smiles
3	1	-30	.	1	-1	8	2	-0.7	N=C1C(c2nc(-c3ccc(F)cc3)cs2)=C(O)CN1CCCN1CCOCC1
-4	14	-16	0.34	6	-1	9	-1	1.9	Cc1ccc(C)c(NC(=O)C2=CCN(S(=O)(=O)c3ccc(F)cc3)CC2)c1
-6	-2	-6[20 µM]	-1.3	10	-1	15	-1	-0.1	O=C(CN1CCC(C(=O)c2ccc(F)cc2)CC1)Nc1ccc(F)cc1
2	2	-32	-2.4	2	2	11	1	0.5	Fc1cccc(CCN2C(=S)NC[C@@H]2Cc2ccccc2)c1
3	1	-20	-1.8	6	0	9	-6	-0.2	CCN1CCN(CCNC(=O)c2ccc3c(c2)N(Cc2ccc(F)cc2)C(=O)/C(=C/c2ccccc2)S3)CC1
-10	0	-12[20 µM]	-0.94	6	-2	12	-4	-1.9	Cc1nn(Cc2cccc(C(=O)Nc3ccn(Cc4ccccc4F)n3)c2)c(C)c1[N+](=O)[O-]
3	4	-19	-1.7	1	-2	7	-1	-0.8	Cn1c(OCc2cccnc2)nc2c1c(=O)n(Cc1ccc(F)cc1)c(=O)n2C
0	1	-19	-0.056	4	-2	8	3	0.3	O=C(Cn1c2ccc(F)cc2c2nc3n(c(=O)c21)CCS3)Nc1ccccc1C(F)(F)F
.	5	-17	0.93	-1	-1	3	-5	0.6	CCn1c(SCc2cccc(F)c2)nnc1-c1cccnc1
-21	1	-6	0.91	0	6	4	-7	-0.2	NC(=O)CSc1nnc(-c2ccccc2Br)n1-c1cccc(C(F)(F)F)c1
